Screening results deposited in PubChem BioAssay by several laboratories.
MgcRacGAP inhibition = MgcRacGAP GTPase-activating activity inhibitors, confirmation, biochemical, ADP Hunter fluorescence. MgcRacGAP-stimulated Rac1 GTP hydrolysis, ADP Hunter fluorescence; higher % means a stronger effect; GST-tagged Rac1 F28L mutant substrate. hit rate 0.6% among 340,000. one-dose inhibition, % at 30 µM; IC50 in µM for titrated hits. AID 624330, 2012;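 active = first-screen hits whose inhibition reached a set limit at any dose in the follow-up dose series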;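 note: fluorescence reports GDP produced by GAP-driven GTP hydrolysis; strong numbers were not always called active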
KOR beta-arrestin-1 = KOR antagonists, beta-arrestin recruitment, cell-based, luminescence, uHTS (AID 1778). Kappa-type opioid receptor (Homo sapiens). KOR beta-arrestin recruitment, luminescence, antagonist mode; higher % means a stronger effect. inhibition, % at 10 µM, or IC50 in µM where a hit was titrated. hit rate 0.091% among 290,000; note: strong numbers were not always called active
NOD2 inhibition = NOD2 signaling inhibitors, cell-based, luminescence, uHTS, HEK293 (AID 1566); hit rate 0.63% among 290,000; one-dose inhibition, % at 4 µM; EC50 in µM for titrated hits; HEK293 NOD2/NF-kB luciferase reporter, luminescence; higher % means a stronger effect; note: many of its hits are not listed in these tables
SV40 large T antigen = SV40 large T antigen inhibitors, biochemical (AID 1903); SV40 large T antigen ATPase/helicase inhibition assay; higher % means a stronger effect; inhibition, % at 20 µM; hits with a dose series show IC50 in µM; hit rate 0.39% among 310,000; in the data active = a potency from the dose series; note: strong numbers were not always called active
NOD1 NF-kB reporter = NOD1 signaling inhibitors, primary screen, cell-based, luminescence, uHTS (AID 1578) | NOD1-driven NF-kB luciferase reporter cells, luminescence; higher % means a stronger effect | inhibition, % at 4 µM; hits with a dose series show EC50 in µM | hit rate 1% among 290,000; in the data active = inhibition mostly above about 36%, no sharp cut-off; inactive = mostly below about 34%;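 note: HEK-293T reporter cells stimulated with the NOD1 agonist gamma-tri-DAP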
KOR beta-arrestin-2 = KOR agonists, beta-arrestin recruitment, primary screen, cell-based, luminescence, uHTS (AID 1777); activation, % at 10 µM; hits with a dose series show EC50 in µM; Kappa-type opioid receptor (Homo sapiens); KOR beta-arrestin recruitment, luminescence; higher % means a stronger effect; hit rate 0.02% among 280,000; in the data active = activation above about 50%, passing the limit was not always enough; note: a part of the inactive calls stands beside numbers as strong as those of hits
GPR55 beta-arrestin = GPR55 agonists via beta-arrestin recruitment, primary screen, imaging, U2OS cells, beta-arrestin-GFP redistribution (AID 1961); G-protein coupled receptor 55 (Homo sapiens); U2OS GPR55 beta-arrestin-GFP redistribution imaging; higher % means a stronger effect; one-dose activation, % at 10 µM; EC50 in µM for titrated hits; hit rate 0.048% among 290,000;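 active = activation above 40% with more than 50 cells counted in the well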;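 note: U2OS osteosarcoma cells stably expressing GPR55 and beta-arrestin-GFP; plate controls were DMSO negative control for no effect and LPI positive control for full effect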
GPR55 LPI antagonism = GPR55 antagonists blocking LPI-driven arrestin recruitment, primary screen, imaging, U2OS, beta-arrestin-GFP, LPI agonist (AID 2013); U2OS GPR55 beta-arrestin-GFP translocation imaging, LPI antagonism; higher % means a stronger effect; one-dose inhibition, % at 10 µM; IC50 in µM for titrated hits; hit rate 0.13% among 290,000; G-protein coupled receptor 55 (Homo sapiens);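 active = spots per cell inhibited over 60%, with over 100 cells counted and total cytoplasm intensity under 500,000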;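 note: U2OS cells stably carrying GPR55 and arrestin-GFP stimulated by 5 µM LPI near EC80; imaged beta-arrestin-GFP aggregate spots per cell after agonist stimulation; plate controls were LPI-stimulated DMSO wells for no effect and DMSO wells without LPI for full effect; some results filed as inactive read as strong as hits; confirmed hits need IC50 under 10 µM and bright autofluorescent wells are also inconclusive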
HIV fusion peptide = inhibitors of HIV fusion peptide binding, primary screen, biochemical, uHTS, fluorescence dequenching (AID 1986) | cell-free peptide binding, fluorescence dequenching, 30 min; higher % means a stronger effect | hit rate 0.3% among 290,000 | inhibition, % at 20 µM; hits with a dose series show IC50 in µM; in the data active = inhibition mostly above about 52%, no sharp cut-off; inactive = mostly below about 76%; note: some results filed as inactive read as strong as hits
* hit, by the source's call; . = no result given; [ ] = dose if it differs, or a comment. Cut-off read from the data, not from the text of the source, unless noted: active = inhibition above about 50%; inactive = the rest. These rows are one share of the data; count on the stated rates, not on these rows.

SMILES	MgcRacGAP inhibition	KOR beta-arrestin-1	NOD2 inhibition	SV40 large T antigen	NOD1 NF-kB reporter	KOR beta-arrestin-2	GPR55 beta-arrestin	GPR55 LPI antagonism	HIV fusion peptide
COc1ccc(CNC(=O)C(C)N2C(=O)COc3ccc(C)cc32)c(OC)c1 (stereo not drawn)	9%	19%	20%	5%	3%	2.4%	-0.3%	4%	-0.5%
CCC(C)NC(=O)N1c2ccccc2Sc2ccccc21 (stereo not drawn)	25%	-13%	13%	23%	5%	4.0%	-0.1%	6%	-1.1%
Cc1cc(C)n(-c2c(C)[nH]c3ccccc23)n1	8%	-40%	-16%	7%	2%	7.9%	-0.5%	0%	-0.4%
CN(C)c1ncnc2sc(-c3ccccc3)cc12	8%	27%	2%	10%	-3%	-1.1%	0.0%	-4%	-1.2%
CCCCCc1c(O)c2ccccc2[nH]c1=O	1%	11%	13%	18%	.	-0.9%	-0.1%	-4%	-2.1%
Cc1cc2ccccn2c1C(=O)c1ccc(C#N)cc1	14%	-13%	34%	5%	2%	-3.9%	-0.1%	12%	-0.9%
COc1cccc(C2CC(c3c(Cl)cccc3Cl)n3nc(N)nc3N2)c1 (stereo not drawn)	1%	-10%	7%	22%	-13%	-3.6%	-0.3%	2%	-0.8%
CC(C)c1cc(C(=O)Nc2ccc3c(c2)OCO3)no1	-2%	4%	-120%	-1%	-26%	-4.6%	0.3%	0%	-2.7%
CC1CC2=C(NC(=S)NC2c2ccc(F)cc2)/C(=C/c2ccc(F)cc2)C1 (stereo not drawn)	4%	-32%	-15%	9%	3%	1.2%	-0.1%	12%	4.8%
C/C(CCc1ccccc1)=N\NC(=O)CCc1ccccc1	1%	-2%	-5%	4%	-32%	-2.7%	0.0%	1%	1.5%
CCN(CC)S(=O)(=O)c1ccc(NC(=S)NC(=O)C2CCC2)cc1	7%	-30%	11%	.	10%	1.1%	0.3%	-3%	0.1%
CCCCCn1c(N2CCN(c3cccc(Cl)c3)CC2)nc2c1c(=O)[nH]c(=O)n2C	7%	-12%	10%	2%	30%	-1.2%	-0.2%	-1%	-1.3%
O=C(c1ccc2c(c1)OCCO2)N1CCN(c2ccc([N+](=O)[O-])cc2)CC1	.	-22%	8%	1%	25%	-0.3%	-0.6%	10%	-1.0%
CCN(CC)CCN(C(=O)c1ccc2ncsc2c1)c1nc2cc3c(cc2s1)OCO3	22%	-3%	-46%	24%	-77%	1.6%	0.3%	6%	1.6%
COc1ccc(S(=O)(=O)N2CCC(C(=O)Nc3cccc(C(C)=O)c3)CC2)cc1C	6%	6%	-2%	-2%	.	3.0%	-0.1%	-2%	0.5%
CCc1cc(CNC(=O)CC2C(=O)NCCN2Cc2ccccc2C(F)(F)F)on1 (stereo not drawn)	9%	-3%	14%	12%	-10%	2.0%	-0.2%	1%	5.4%
Cc1nnc(SCC(=O)NC2CCCCC2)[nH]c1=O	4%	1%	-7%	5%	-41%	-3.3%	0.0%	-4%	-1.6%
CN(CCN(C)C(C)(C)C)C(=O)C(c1ccccc1)c1ccccc1	24%	24%	12%	6%	3%	.	-0.3%	10%	-1.5%
O=C(CCS(=O)(=O)c1ccccc1)Nc1ccc(-c2nc3ccccc3s2)c(O)c1	4%	-8%	8%	17%	-23%	-1.5%	1.1%	7%	-1.9%
N#Cc1cnn2c(-c3cccc(C(F)(F)F)c3)ccnc12	.	43%	-14%	15%	6%	-0.2%	-0.3%	-5%	-0.9%
CC1(c2ccc3noc(-c4ccc(Cl)cc4)c3c2)OCCO1	12%	-26%	-12%	16%	5%	-4.7%	0.0%	0%	-3.5%
CCOc1ccc(N(CC(=O)N/N=C/c2cc([N+](=O)[O-])ccc2Cl)S(C)(=O)=O)cc1	5%	24%	-13%	8%	22%	-0.4%	-0.1%	-3%	-2.4%
Cc1ccc(S(=O)(=O)N2CN(CC3CCCO3)c3nc4ccccc4nc32)c(C)c1 (stereo not drawn)	8%	-4%	13%	11%	-7%	0.6%	-0.2%	7%	1.7%
CCOC(=O)C(/C=C(\C#N)C(=O)OCC)=C(/N)N1CCN(c2c(C)cccc2C)CC1	7%	-18%	-1%	1%	-2%	-1.2%	0.3%	4%	-0.6%
Cc1cc(N/N=C/c2ccc(Cl)cc2)nc(NCc2ccccc2)n1	9%	-18%	6%	10%	-29%	0.1%	-0.2%	6%	-0.3%
Cc1ccc(N=C2NC(=O)/C(=C/c3cccn3C)S2)c(C)c1	5%	-11%	-3%	7%	-6%	-0.1%	0.2%	5%	0.8%
O=C(NCc1ccccc1)C1CCC1	-5%	-6%	6%	-4%	-29%	-2.1%	-0.2%	12%	-0.9%
COc1cc(C(=O)Nc2cccc(C(C)=O)c2)cc(OC)c1OC	7%	27%[20 µM]	-1%	1%	-30%	-6.3%	-0.3%	6%	-0.9%
C=CCNC(=S)NNC(=O)COc1cccc(Cl)c1	4%	15%	6%	31%	17%	-1.3%	-0.1%	-7%	-3.5%
Cc1csc2c(N3CCN(C(=O)NC(C)(C)C)CC3)ncnc12	-4%	22%	30%	5%	2%	1.6%	0.0%	6%	-0.3%
COC(=O)Cn1c(CCS(=O)(=O)c2ccc(C)c(C)c2)nc2ccccc21	1%	6%	6%	1%	-19%	-2.6%	-0.2%	12%	-0.5%
NCc1nc(-c2ccc(Cl)cc2)no1	5%	-17%[20 µM]	-17%	15%	-5%	-3.1%	-0.1%	-9%	-1.1%
CCCCN(CC)C(=O)c1ccccc1Oc1ccccc1	8%	-4%	5%	11%	-4%	11%	0.1%	-20%	-0.9%
Nc1ncnc2nc(SCCc3ccccc3)[nH]c12	-4%	-9%	7%	8%	-7%	1.4%	0.3%	9%	-2.5%
Cc1csc2c(=O)n3c(nc12)CCCCC3	9%	14%	10%	4%	-5%	-0.8%	0.3%	18%	0.7%
COc1ccc(OC)c(NC(=O)Cn2cccc2)c1	11%	8%	5%	-5%	-5%	-2.1%	-0.3%	7%	2.0%
Nc1cc(=O)[nH]c(SCC(=O)Nc2ccc(Oc3ccccc3)cc2)n1	10%	-1%	16%	3%	-3%	-5.8%	0.2%	1%	1.0%
CC(=O)Nc1ccc(CNC(=O)C[N+]2(C)CCOCC2)cc1	-1%	-32%[20 µM]	5%	.	-30%	.	0.7%	3%	1.1%
CCC1CN(C(=O)N2CCC(C(=O)NCc3ccccc3C)CC2)c2ccccc2O1 (stereo not drawn)	5%	4%	12%	10%	0%	-1.2%	-0.2%	2%	0.5%
COc1cc(NC(=O)COc2ccccc2Cl)ccc1NC(=O)c1cccs1	-1%	-20%	0%	4%	-15%	-2.4%	-0.2%	4%	1.1%
Cc1ccc(SCc2cn3cccnc3n2)cc1	6%	-34%	-26%	9%	-42%	3.1%	-0.1%	-13%	9.8%
CCc1nc2ccc(C(=O)N3CCN(c4cccc(C(F)(F)F)c4)CC3)cc2nc1CC	4%	-33%	14%	2%	-16%	6.7%	0.0%	0%	-0.9%
CN(/C(=N/S(=O)(=O)c1cccs1)c1ccccc1)c1ccc(O)cc1	2%	15%	10%	3%	-25%	-6.8%	0.2%	2%	0.4%
COc1ccc(NC(=O)C(c2cc3c(cc2[N+](=O)[O-])OCO3)N(C)C)cc1 (stereo not drawn)	4%	8%	-2%	9%	-38%	5.2%	0.1%	5%	20%
CC(C)OCCCNC(=O)c1c(N)n(/N=C/c2cccs2)c2nc3ccccc3nc12	6%	-3%	-9%	3%	-22%	0.3%	-0.1%	27%	-1.9%
COc1ccc(CC2(CO)CCN(Cc3nc(C(C)C)cs3)CC2)cc1	4%	-25%	20%	11%	-9%	3.9%	0.1%	11%	1.1%
Cc1cc(Br)ccc1NC(=O)CNC(=O)CSc1n[nH]c(N)n1	9%	-3%	-1%	6%	.	2.3%	-0.1%	-2%	0.0%
Cn1c(N)nc2ccccc2c1=O	.	-4%	11%	6%	1%	-0.8%	-0.3%	4%	0.4%
NC(=O)C1=C[C@H](c2ccccc2)C[C@H](OCc2ccc(CO)cc2)O1	7%	2%	-22%	9%	-34%	2.7%	-0.2%	-6%	-1.2%
CCNS(=O)(=O)c1ccc(NC(=S)NCC2CCCO2)cc1 (stereo not drawn)	3%	-16%	-11%	6%	-39%	2.5%	0.2%	-1%	-0.7%
COc1cc(-c2nnc(SCC(=O)c3ccc(C)cc3)o2)cc(OC)c1OC	5%	0%	17%	5%	-22%	-0.3%	0.2%	3%	-1.8%
COc1cccc(NC(=O)Cc2nnc(SCC(=O)NC3CCCCC3)n2C)c1	5%	-44%	-2%	-5%	10%	4.9%	0.0%	-10%	-0.4%
COc1ccc(NS(=O)(=O)c2cc(NC(=O)c3ccc(C)s3)ccc2N2CCOCC2)cc1	3%	41%	6%	9%	7%	5.1%	0.9%	2%	-2.2%
Cc1ccc(-c2noc(-c3cc(C(C)(C)C)nn3Cc3ccccc3)n2)cc1	.	-10%	8%	4%	-2%	4.5%	-0.2%	-6%	2.5%
CCN(CC)S(=O)(=O)c1ccc(NS(=O)(=O)c2cccs2)cc1	8%	19%	2%	23%	-12%	-1.6%	-0.5%	-6%	0.2%
CCc1nnc(NC(=O)c2ccc(Cl)nc2)s1	3%	-3%	18%	10%	-43%	-3.4%	-0.4%	1%	2.8%
COc1cccc(NC(=S)N(CCCN2CCOCC2)Cc2cn(C)c3ccccc23)c1	5%	-4%	-10%	0%	-38%	4.6%	-0.3%	2%	-0.4%
CCCCC/C=N/NC(=O)c1[nH]c2ccc([N+](=O)[O-])cc2c1C	6%	17%	15%	11%	-6%	2.2%	-0.1%	9%	0.0%
COc1ccc2[nH]cc(CCNC(=O)C3CCCO3)c2c1 (stereo not drawn)	-3%	4%	6%	4%	-26%	-3.9%	0.7%	5%	0.3%
COc1ccc(NC(=O)N2CCC(NC(=O)c3ccco3)CC2)cc1	4%	21%	10%	6%	-10%	-1.0%	-0.2%	8%	-2.1%

(listing goes on)
SMILES	MgcRacGAP inhibition	KOR beta-arrestin-1	NOD2 inhibition	SV40 large T antigen	NOD1 NF-kB reporter	KOR beta-arrestin-2	GPR55 beta-arrestin	GPR55 LPI antagonism	HIV fusion peptide
Clc1ccccc1Nc1nc(-c2cccnc2)cs1	4%	-56%[20 µM]	-131%	22%	15%	.	0.2%	-5%	-1.8%
CCCn1c(SCc2ccon2)nc2ccccc2c1=O	12%	-8%	8%	-1%	-12%	0.0%	-0.1%	17%	0.3%
Cc1cc(NC(=O)c2noc3c2CCCC3)no1	0%	-15%	-30%	2%	-27%	-0.5%	-0.1%	2%	1.6%
CCOc1nc(NCc2ccco2)nc(Nc2ccc(OC)cc2)n1	11%	-1%	3%	25%	-16%	-3.3%	-0.1%	12%	-3.1%
